pPAFAH inh: pPAFAH enzyme inhibitors, primary screen, biochemical, fluorescence polarization, human. inhibition, % at 3.39 µM. AID 463082, 2010. actives 1.5% (n = 330,000). Platelet-activating factor acetylhydrolase (Homo sapiens), Q13093. recombinant pPAFAH, FP-rhodamine probe fluorescence polarization;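 active means inhibition above the mean inhibition across the screen plus 3 SD, cut at about 25% in these data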;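 further: inhibitors block binding of the rhodamine activity-based probe so polarization drops; 0% = enzyme with DMSO and 100% = wells lacking pPAFAH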
MCL1-BIM inh: inhibitors of MCL1 binding to BIM-BH3, primary screen, biochemical, fluorescence polarization. Induced myeloid leukemia cell differentiation protein Mcl-1 (Homo sapiens), Q07820. GST-MCL1 / FITC-Bim-BH3 fluorescence polarization. inhibition, % at 10.9 µM. actives 0.68% (n = 320,000). AID 2057, 2009;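 active means inhibition above the mean inhibition of all tested compounds plus 3 SD, set per campaign, cut at about 40% in these data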;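 further: 0% = DMSO wells and 100% = unlabeled Bim-BH3 peptide control; higher means more loss of mP so more displacement of Bim peptide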
AHR activator: AHR activators, primary screen, cell-based, luminescence, luciferase reporter, human; activation, % at 5 µM; actives 2.5% (n = 320,000); AHR-responsive luciferase reporter cells; in the data active means activation above about 47%;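 further: 0% = vehicle wells and 100% = reference agonist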
Target sequence (P35869 whole entry, looked up): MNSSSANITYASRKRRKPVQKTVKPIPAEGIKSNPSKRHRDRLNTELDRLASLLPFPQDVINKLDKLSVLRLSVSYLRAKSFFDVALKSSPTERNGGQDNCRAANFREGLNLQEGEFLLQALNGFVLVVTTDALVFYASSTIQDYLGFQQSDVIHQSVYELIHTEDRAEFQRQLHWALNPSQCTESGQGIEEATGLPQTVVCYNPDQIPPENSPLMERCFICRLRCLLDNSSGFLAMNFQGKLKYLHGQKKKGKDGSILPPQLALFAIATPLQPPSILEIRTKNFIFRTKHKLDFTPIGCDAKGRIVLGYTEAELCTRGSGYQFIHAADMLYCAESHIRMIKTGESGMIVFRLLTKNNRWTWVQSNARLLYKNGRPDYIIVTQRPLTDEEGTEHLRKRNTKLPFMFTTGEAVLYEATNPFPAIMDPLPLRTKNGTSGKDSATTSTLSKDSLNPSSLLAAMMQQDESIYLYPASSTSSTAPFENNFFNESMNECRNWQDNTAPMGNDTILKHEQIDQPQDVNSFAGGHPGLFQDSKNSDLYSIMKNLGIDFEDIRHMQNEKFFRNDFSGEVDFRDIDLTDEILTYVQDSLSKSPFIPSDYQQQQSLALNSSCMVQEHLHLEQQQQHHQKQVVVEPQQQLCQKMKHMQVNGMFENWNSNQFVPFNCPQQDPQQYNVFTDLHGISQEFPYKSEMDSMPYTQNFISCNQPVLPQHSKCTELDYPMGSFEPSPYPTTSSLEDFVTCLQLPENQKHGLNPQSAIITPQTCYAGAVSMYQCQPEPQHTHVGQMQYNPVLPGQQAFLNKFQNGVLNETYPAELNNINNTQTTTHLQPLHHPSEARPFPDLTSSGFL
PME-1 inh: PME-1 inhibitors via competitive probe labeling, primary screen, biochemical, fluorescence polarization, FP-Rh probe, HTS | Protein phosphatase methylesterase 1 (Homo sapiens), Q9Y570 | recombinant PME-1 | actives 0.53% (n = 320,000) | AID 2130, 2009 | inhibition, % at 5.9 µM;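 active means inhibition above the campaign mean of all compounds plus 3 SD, cut at about 26% in these data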;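 further: competitive labeling of PME-1 active site by serine hydrolase directed probe; 0% = PME-1 with DMSO and 100% = wells lacking PME-1 enzyme; inhibitors block probe labeling so polarization falls and inhibition rises; many of its hits are not listed in these tables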
Fam108B counter: mouse Fam108B serine hydrolase inhibitors, primary screen, counter-screen for RBBP9 inhibitor project, biochemical, fluorescence polarization | AID 1947, 2009 | actives 0.33% (n = 300,000) | recombinant Fam108B, FP-Rh probe fluorescence polarization | inhibition, % at 9.51 µM;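 active means inhibition above the screen mean inhibition plus 3 SD, computed separately per campaign, cut at about 18% in these data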;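 further: inhibitors lower polarization as less probe binds the enzyme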
MEX-5 binding: MEX-5 zinc finger RNA-binding disruptors – biochemical, C. elegans, fluorescence polarization, MLPCN library, primary screen; Zinc finger protein mex-5 (Caenorhabditis elegans), Q9XUB2; MEX-5/FITC-TCR2 RNA binding; active compounds read low; activity score (negative = inhibition of binding), % at 10 µM; actives 0.38% (n = 300,000); AID 1832, 2009;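 active means inhibition past about -25% in most replicates, and total fluorescence under double the plate's negative control median, limit read from the data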;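 further: 0% = DMSO and -100% = 5 µM competing unlabeled TCR2 RNA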
BCLXL inh: inhibitors of human Bcl-xL, primary screen, biochemical, fluorescence polarization, HTS; AID 2129, 2009; inhibition, % at 10.9 µM; actives 0.7% (n = 320,000); GST-Bcl-xL / FITC-Bim BH3 peptide fluorescence polarization; Bcl-2-like protein 1 (Homo sapiens), Q07817;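 active means inhibition above the mean of all tested compounds plus 3 SD, cutoff set per campaign, cut at about 30% in these data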;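 further: 0% = DMSO wells and 100% = unlabeled Bim-BH3 peptide competitor; inhibitors lower millipolarization by displacing the labeled peptide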
PAFAH1B2 FP inh: PAFAH1B2 enzyme inhibitors, primary screen, biochemical, fluorescence polarization, human | Platelet-activating factor acetylhydrolase IB subunit alpha2 (Homo sapiens), P68402 | recombinant PAFAH1B2, FP-rhodamine activity probe | inhibition, % at 3.39 µM | actives 1.2% (n = 340,000);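 active means inhibition above the mean of all tested compounds plus 3 SD, cut at about 24% in these data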;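 further: 0% = enzyme with DMSO and 100% = wells lacking PAFAH1B2; many of its hits are not listed in these tables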
Target sequence (P68402 whole entry, looked up): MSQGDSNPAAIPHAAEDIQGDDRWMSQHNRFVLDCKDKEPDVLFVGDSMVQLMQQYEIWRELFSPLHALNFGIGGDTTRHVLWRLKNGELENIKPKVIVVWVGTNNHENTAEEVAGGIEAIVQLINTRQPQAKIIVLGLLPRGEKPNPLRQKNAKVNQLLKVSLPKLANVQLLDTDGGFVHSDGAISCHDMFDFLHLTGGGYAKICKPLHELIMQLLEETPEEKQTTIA
GLD-1 TGE inh: GLD-1/TGE RNA complex disruptors, primary screen, biochemical, fluorescence polarization | inhibition, % at 5.96 µM | AID 2280, 2010 | purified GLD-1 + fluorescein TGE RNA | actives 0.44% (n = 320,000) | Female germline-specific tumor suppressor gld-1 (Caenorhabditis elegans), Q17339;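 active means percent inhibition above a per-plate cutoff, the plate mean of test compounds plus 3 SD, cut at about 30% in these data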;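 further: 0% = DMSO wells with GLD-1 and probe and 100% = wells lacking GLD-1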
Numbers without * were called inactive. The list is partial (hit frequency here may not be typical).

The first 3 compounds, ahead of the listing:
`COC(=O)c1c(-c2c(Cl)cccc2Cl)noc1C(=O)NNC(=O)N(C)C` gave pPAFAH inh -7, MCL1-BIM inh 2, AHR activator -1, PME-1 inh 1, Fam108B counter 0, MEX-5 binding 2.8, BCLXL inh 0, PAFAH1B2 FP inh 4 and GLD-1 TGE inh -4.
`Cc1cc(N/N=C/c2ccc([N+](=O)[O-])o2)nc2ccccc12` gave pPAFAH inh 1, MCL1-BIM inh -86, AHR activator 32, PME-1 inh 2, Fam108B counter -6, MEX-5 binding -1.0, BCLXL inh -40, PAFAH1B2 FP inh 2 and GLD-1 TGE inh -6.
For CCN(CC)S(=O)(=O)c1ccc(N2CCOCC2)c(NS(=O)(=O)c2cccs2)c1 the results were pPAFAH inh 2, MCL1-BIM inh 6, AHR activator 0, PME-1 inh 9, BCLXL inh -1, PAFAH1B2 FP inh 0 and GLD-1 TGE inh 7.

Results, from the first entry:
`COC(=O)c1c(-c2c(Cl)cccc2Cl)noc1C(=O)NNC(=O)N(C)C` gave pPAFAH inh -7, MCL1-BIM inh 2, AHR activator -1, PME-1 inh 1, Fam108B counter 0, MEX-5 binding 2.8, BCLXL inh 0, PAFAH1B2 FP inh 4 and GLD-1 TGE inh -4.
`Cc1cc(N/N=C/c2ccc([N+](=O)[O-])o2)nc2ccccc12` gave pPAFAH inh 1, MCL1-BIM inh -86, AHR activator 32, PME-1 inh 2, Fam108B counter -6, MEX-5 binding -1.0, BCLXL inh -40, PAFAH1B2 FP inh 2 and GLD-1 TGE inh -6.
For CCN(CC)S(=O)(=O)c1ccc(N2CCOCC2)c(NS(=O)(=O)c2cccs2)c1 the results were pPAFAH inh 2, MCL1-BIM inh 6, AHR activator 0, PME-1 inh 9, BCLXL inh -1, PAFAH1B2 FP inh 0 and GLD-1 TGE inh 7.
Screening Cc1ccc(S(=O)(=O)NC(=O)NCCc2ccccc2)cc1 returned pPAFAH inh 1, MCL1-BIM inh -3, AHR activator 1, PME-1 inh -3, Fam108B counter 1, MEX-5 binding -2.4, BCLXL inh 4, PAFAH1B2 FP inh 10 and GLD-1 TGE inh -1.
Screening CC(C)(C)OC(=O)NCCc1nnc(SCC(=O)Nc2ccc(Br)cc2)o1 returned pPAFAH inh 0, MCL1-BIM inh -2, AHR activator 1, PME-1 inh -3, Fam108B counter -4, MEX-5 binding -1.4, BCLXL inh 1, PAFAH1B2 FP inh 7 and GLD-1 TGE inh 5.
COc1cccc(C2CC(c3ccccc3Cl)n3nc(N)nc3N2)c1 (configuration not stated) was read as pPAFAH inh -1, MCL1-BIM inh -1, AHR activator 0, PME-1 inh -10, Fam108B counter 0, MEX-5 binding 2.6, BCLXL inh 4, PAFAH1B2 FP inh 1 and GLD-1 TGE inh 3.
Screening O=C(Nc1c(-c2ccccc2)nc2ccc(Cl)cn12)c1cccs1 returned pPAFAH inh -3, MCL1-BIM inh -8, AHR activator 8, PME-1 inh -5, Fam108B counter -1, MEX-5 binding 2.2, BCLXL inh -1, PAFAH1B2 FP inh 4 and GLD-1 TGE inh 2.
CC(C)N(Cc1ccccc1)C(=S)NCCN1CCOCC1 was read as pPAFAH inh 0, MCL1-BIM inh 13, AHR activator 1, PME-1 inh -5, Fam108B counter 3, MEX-5 binding -0.7, BCLXL inh 4, PAFAH1B2 FP inh 4 and GLD-1 TGE inh 0.
Cc1[nH]n(-c2ccccc2)c(=O)c1C=Nc1ccc(S(N)(=O)=O)cc1 was read as pPAFAH inh 8, MCL1-BIM inh 7, AHR activator 10, PME-1 inh 0, Fam108B counter 2, MEX-5 binding 3.5, BCLXL inh 9, PAFAH1B2 FP inh 4 and GLD-1 TGE inh 3.
For COc1ccc(OC)c(C(=O)c2coc3ccc(OCC(=O)O)cc23)c1 the results were pPAFAH inh 2, MCL1-BIM inh 8, AHR activator 5, PME-1 inh -1, Fam108B counter 2, MEX-5 binding 0.7, BCLXL inh 6, PAFAH1B2 FP inh 2 and GLD-1 TGE inh -5.
For COc1ccc2c(c1)cc(C(=O)N[C@@H](Cc1ccccc1)C(=O)O)n2C the results were pPAFAH inh -4, MCL1-BIM inh 17, AHR activator 6, PME-1 inh -4, Fam108B counter -5, MEX-5 binding 1.2, BCLXL inh 26, PAFAH1B2 FP inh 5 and GLD-1 TGE inh 44*.
For CC(=O)Cn1ncc(N2CCOCC2)c(Cl)c1=O the results were pPAFAH inh 3, MCL1-BIM inh 0, AHR activator 1, PME-1 inh 1, Fam108B counter 0, MEX-5 binding -1.3, BCLXL inh 4, PAFAH1B2 FP inh 3 and GLD-1 TGE inh -2.
CCCCCN1C(=O)/C(=C/c2c(N3CCc4ccccc4C3)nc3ccccn3c2=O)SC1=S was read as pPAFAH inh -5, MCL1-BIM inh -14, AHR activator 33, PME-1 inh -10, Fam108B counter -7, MEX-5 binding -8.1, BCLXL inh 3, PAFAH1B2 FP inh -8 and GLD-1 TGE inh -12.
For COc1ccc(-c2nc(C#N)c(NCC3CCCO3)o2)cc1OC (configuration not stated) the results were pPAFAH inh -1, MCL1-BIM inh 6, AHR activator 18, PME-1 inh -2, Fam108B counter -1, MEX-5 binding 1.4, BCLXL inh 5, PAFAH1B2 FP inh 0 and GLD-1 TGE inh 5.
C=CCn1c(-c2cccc(OC)c2OC)n[nH]c1=S was read as pPAFAH inh 1, MCL1-BIM inh -1, AHR activator 0, PME-1 inh 12, Fam108B counter -4, MEX-5 binding 3.2, BCLXL inh -6, PAFAH1B2 FP inh 0 and GLD-1 TGE inh -1.
`COc1ccc(NC(=O)c2cc(-c3ccccc3Cl)no2)cc1` gave pPAFAH inh -2, MCL1-BIM inh 6, AHR activator -7, PME-1 inh -4, Fam108B counter -5, MEX-5 binding 0.1, BCLXL inh 3, PAFAH1B2 FP inh 4 and GLD-1 TGE inh 8.
CC1(C)Cc2nc3oc4c(=O)n(CC(=O)Nc5cccc(Cl)c5)cnc4c3cc2CO1 was read as pPAFAH inh -2, MCL1-BIM inh 15, AHR activator 1, PME-1 inh -2, Fam108B counter 0, MEX-5 binding 2.1, BCLXL inh 7, PAFAH1B2 FP inh -1 and GLD-1 TGE inh 5.
`Cc1ccc(F)cc1NC(=O)c1cnccn1` gave pPAFAH inh -8, MCL1-BIM inh -5, AHR activator -8, PME-1 inh 5, Fam108B counter -5, MEX-5 binding 0.9, BCLXL inh -4, PAFAH1B2 FP inh 4 and GLD-1 TGE inh -5.
For COc1cc2ccccc2cc1C(=O)N(CCN(C)C)c1nc2c(OC)ccc(OC)c2s1 the results were pPAFAH inh 4, MCL1-BIM inh 7, AHR activator 7, PME-1 inh 6, Fam108B counter 1, MEX-5 binding -2.6, BCLXL inh 0, PAFAH1B2 FP inh -1 and GLD-1 TGE inh 3.
For COc1ccc(-c2csc(NC(=O)c3ccccc3C(=O)O)n2)cc1 the results were pPAFAH inh -2, MCL1-BIM inh 8, AHR activator 0, PME-1 inh -4, Fam108B counter 0, MEX-5 binding 0.6, BCLXL inh 8, PAFAH1B2 FP inh 1 and GLD-1 TGE inh 6.
Screening O=S(=O)(Nc1ccccc1Cl)c1cc(NC(=S)NCCN2CCOCC2)ccc1Cl returned pPAFAH inh 8, MCL1-BIM inh 3, AHR activator 3, PME-1 inh 3, Fam108B counter 3, MEX-5 binding 1.7, BCLXL inh 3, PAFAH1B2 FP inh -1 and GLD-1 TGE inh -15.
COc1ccccc1CNC(=O)CCn1c(=O)oc2ccccc21 was read as pPAFAH inh 6, MCL1-BIM inh -2, AHR activator 1, PME-1 inh 1, Fam108B counter -2, MEX-5 binding -1.7, BCLXL inh 6, PAFAH1B2 FP inh -4 and GLD-1 TGE inh 2.
For COc1ccc(OCc2nnc3n2N=C(c2ccc(OC)cc2)CS3)cc1 the results were pPAFAH inh 4, MCL1-BIM inh 0, AHR activator 29, PME-1 inh -1, Fam108B counter -4, MEX-5 binding -1.4, BCLXL inh -1, PAFAH1B2 FP inh 0 and GLD-1 TGE inh 5.
`COc1ccc(Cl)cc1NC(=O)NCC1CCN(Cc2ccccc2F)CC1` gave pPAFAH inh 5, MCL1-BIM inh 5, AHR activator 2, PME-1 inh -1, Fam108B counter 1, MEX-5 binding -1.2, BCLXL inh 2, PAFAH1B2 FP inh 1 and GLD-1 TGE inh -4.
CCOC(=O)c1[nH]c(C)c(CC(C)C)c1C was read as pPAFAH inh -4, MCL1-BIM inh 3, AHR activator -1, PME-1 inh -5, Fam108B counter 4, MEX-5 binding 0.5, BCLXL inh 4, PAFAH1B2 FP inh 3 and GLD-1 TGE inh 9.
`CCOC(=O)C1CCN(c2c(NC3CCCCCCC3)c(=O)c2=O)CC1` gave pPAFAH inh 3, MCL1-BIM inh -1, AHR activator 15, PME-1 inh -1, Fam108B counter 2, MEX-5 binding 1.4, BCLXL inh 0, PAFAH1B2 FP inh -2 and GLD-1 TGE inh 1.
COCCCn1c(SCc2ccccc2)nc2cc(OC)c(OC)cc2c1=N was read as pPAFAH inh 24, MCL1-BIM inh 9, AHR activator 10, PME-1 inh 2, Fam108B counter 6, MEX-5 binding 0.4, BCLXL inh 6, PAFAH1B2 FP inh 4 and GLD-1 TGE inh 6.
Screening CCCn1c(SCC(=O)NC2CCCC2)nnc1-c1ccccn1 returned pPAFAH inh -1, MCL1-BIM inh 7, AHR activator -1, PME-1 inh -1, Fam108B counter -1, BCLXL inh 3, PAFAH1B2 FP inh 2 and GLD-1 TGE inh 6.
O=c1cc(C(F)(F)F)nc(-n2[nH]c3c(c2=O)CCCC3)[nH]1 was read as pPAFAH inh 16, MCL1-BIM inh -47, AHR activator 0, PME-1 inh -3, Fam108B counter 0, MEX-5 binding 9.0, BCLXL inh -19, PAFAH1B2 FP inh 6 and GLD-1 TGE inh -9.
Cc1cc(C)c(S(=O)(=O)Nc2cccc(S(=O)(=O)NC3=NCCC3)c2)c(C)c1 was read as pPAFAH inh 3, MCL1-BIM inh 5, AHR activator 0, PME-1 inh 5, Fam108B counter -4, MEX-5 binding 0.7, BCLXL inh 4, PAFAH1B2 FP inh 8 and GLD-1 TGE inh 3.
For N#CCCN(C(=O)CCl)c1cccc(Cl)c1 the results were pPAFAH inh 3, MCL1-BIM inh 2, AHR activator -3, PME-1 inh 1, Fam108B counter -5, MEX-5 binding -1.3, BCLXL inh 2, PAFAH1B2 FP inh 6 and GLD-1 TGE inh 1.
Cc1c(C)c2ccc(OCC(=O)N(C)C)c(C)c2oc1=O was read as pPAFAH inh -3, MCL1-BIM inh 10, AHR activator 7, PME-1 inh -3, Fam108B counter -2, MEX-5 binding 3.3, BCLXL inh 5, PAFAH1B2 FP inh -3 and GLD-1 TGE inh 5.

Compound activity as filed in PubChem.
